High-throughput results as filed in PubChem.
RXFP1 ag: agonists of human relaxin receptor RXFP1. hit rate 0.3% among 370,000. HEK293T-RXFP1 cAMP TR-FRET, 30 min; response scale: percent of porcine relaxin response, buffer zero. AID 2676. Potency, µM (doses to about 57.5 µM), without a hit: top-dose activation, usual class: activators; also: potency is read from the fitted curve at half-maximal effect; % is scaled to controls: 0 for no effect and ±100 for the full control effect; nearly all actives have a fitted effect of over 60% in size; many of its hits are not listed in these tables
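HEK293 cells stably expressing RXFP1, treated 30 min at 37C with compounds plus PDE4 inhibitor Ro 20174; cAMP measured by HTRF TR-FRET. Normalized to buffer and 29 nM porcine relaxin; EC50 by Hill fit.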
RXFP1 antag: RXFP1 (human) relaxin receptor antagonism. hit rate 0.59% among 350,000. Q9HBX9. AID 1259400. HEK293-RXFP1, relaxin-stimulated cAMP HTRF, 30 min; hits give low values. activity change, negative = inhibition, % at 57.5 µM;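 active = activity change of -60% or lower, but not beyond a set lower limit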; also: % is scaled to controls: 0 for no effect and ±100 for the full control effect
TRHR ag: TRH receptor (human) agonism; hit rate 0.18% among 360,000; TRHR cells, calcium flux fluo-8, FDSS agonist mode; P34981; AID 493084; activation, % at 2 µM; in the data active = activation above about 30%; also: 0% is about no effect
Target sequence (P34981 whole entry, looked up): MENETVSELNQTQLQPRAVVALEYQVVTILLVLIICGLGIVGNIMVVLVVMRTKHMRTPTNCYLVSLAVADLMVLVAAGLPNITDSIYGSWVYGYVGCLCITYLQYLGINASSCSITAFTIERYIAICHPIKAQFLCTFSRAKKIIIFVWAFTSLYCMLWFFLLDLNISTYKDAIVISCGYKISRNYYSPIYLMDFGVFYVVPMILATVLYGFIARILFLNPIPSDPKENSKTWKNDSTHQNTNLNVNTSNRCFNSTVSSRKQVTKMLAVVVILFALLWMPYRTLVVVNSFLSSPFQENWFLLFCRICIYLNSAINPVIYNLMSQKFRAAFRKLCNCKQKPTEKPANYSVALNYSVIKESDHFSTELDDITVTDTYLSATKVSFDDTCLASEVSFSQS
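TRHR-expressing cells, plated overnight in medium with 10% serum, were loaded with fluo-8 calcium dye at room temperature. After a 10 s baseline, library compound was pin-added and calcium release was recorded kinetically (ex 480/em 530) as agonist response.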
TRHR enhancer: allosteric enhancers of human TRH receptor. P34981. TRHR cells, fluo-8 calcium fluorescence, EC20 TRH enhancement. enhancement, % at 2 µM. hit rate 0.66% among 360,000. AID 493056; in the data active = enhancement above about 30%; also: 0% is about no effect
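TRHR-expressing cells loaded with fluo-8 calcium dye were read kinetically (ex 480/em 530) during compound addition, then stimulated with an EC20 of TRH (10 nM final). Enhancement of the Gq-mediated intracellular calcium response was scored.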
D1 PAM: enhances dopamine response at the human D1 receptor; P21728; HEK293 TREx D1 cells, calcium flux, dopamine EC20 potentiation; potentiation, % at 10 µM; hit rate 0.036% among 360,000; in the data active = potentiation above about 30%; also: 0% is about no effect
D1 ag: activates the human D1 dopamine receptor. HEK293 T-REx D1 cells, calcium flux, agonist mode. activation, % at 2 µM. hit rate 1% among 360,000. P21728; in the data active = activation above about 30%; also: 0% is about no effect
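Tetracycline-induced HEK293 TREx D1 cells, force-coupled to calcium signalling, were dye-loaded with a no-wash calcium kit. Compound was pin-added after a 10 s baseline. Fluorescence was read kinetically at 1 cycle/s for 180 s, with calcium rises flagged as agonism.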
Anesthetic bind: binds horse apoferritin like a general anesthetic | P02791 | Potency, µM (doses to about 77.5 µM), inactives show top-dose activity change, negative = displacement, usual class: inhibitors | apoferritin/1-aminoanthracene competitive binding, fluorescence | hit rate 0.074% among 350,000; also: potency is read from the fitted curve at half-maximal effect; % is scaled to controls: 0 for no effect and ±100 for the full control effect; nearly all actives have a fitted effect of over 20% in size
Target sequence (P02791 2-175 limits assumed): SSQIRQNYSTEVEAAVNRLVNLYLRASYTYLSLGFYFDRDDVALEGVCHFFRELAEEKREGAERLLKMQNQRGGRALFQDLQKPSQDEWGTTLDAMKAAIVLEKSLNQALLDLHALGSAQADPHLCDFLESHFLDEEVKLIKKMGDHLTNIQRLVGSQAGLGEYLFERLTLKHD
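Apoferritin-based anesthetic binding model; compound displacement of fluorescent 1-AMA measured as endpoint fluorescence after 10 minutes at room temperature, scaled to free-ligand and complex controls.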
D2 PAM: positive allosteric modulators of human D2 dopamine receptor; P14416; HEK293 T-REx D2, calcium flux, EC20 dopamine potentiation; potentiation, % at 10 µM; hit rate 0.34% among 340,000; AID 485347;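 active = potentiation over 3 SD above the plate norm, cut at about 30% in these data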; also: 0% is about no effect
Target sequence (P14416 whole entry, looked up): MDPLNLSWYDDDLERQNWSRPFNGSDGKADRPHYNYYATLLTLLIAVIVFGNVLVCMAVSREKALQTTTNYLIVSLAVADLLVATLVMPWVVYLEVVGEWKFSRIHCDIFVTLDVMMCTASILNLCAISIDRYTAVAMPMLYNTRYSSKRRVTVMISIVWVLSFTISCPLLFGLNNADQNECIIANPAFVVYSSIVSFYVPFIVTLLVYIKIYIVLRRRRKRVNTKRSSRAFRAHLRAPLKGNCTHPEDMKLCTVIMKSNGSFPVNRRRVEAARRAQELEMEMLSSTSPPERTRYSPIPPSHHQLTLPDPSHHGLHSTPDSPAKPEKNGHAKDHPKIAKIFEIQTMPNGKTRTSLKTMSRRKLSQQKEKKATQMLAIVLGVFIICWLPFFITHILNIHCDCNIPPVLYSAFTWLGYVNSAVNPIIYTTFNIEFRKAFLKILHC
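Potentiation of an EC20 dopamine calcium response is measured in a force-coupled, tetracycline-inducible Hek293 Trex D2 line. Compound-only kinetic reads over 180 s flag agonists before dopamine addition.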
D1 antag: blocks dopamine activation of the human D1 receptor; HEK293 TREx D1 cells, calcium flux, dopamine EC80; hits give low values; P21728; AID 504652; hit rate 3.2% among 360,000; activity change, negative = inhibition, % at 10 µM; in the data active = activity change below about -30%; also: % is scaled to controls: 0 for no effect and ±100 for the full control effect
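Antagonism measured as reduced calcium response to an EC80 dopamine addition following 180 s compound pre-read; cells were inducible HEK293 Trex D1 plated overnight at 30 C, read kinetically at 1 cycle/sec.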
Active calls of the source: *; [ ] = remark or other dose. Unless noted, calls follow the shape of the dose curve; as a rule, active = well fitted curve in the direction sought with a large enough effect; inconclusive = small, poorly fitted or top-dose-only effect, or another doubt; inactive = no such curve, though single readings can be large; an effect the other way counts as inactive or inconclusive. This is a subset; count on the stated rates, not on these rows.

What do the screens show for `O=C(O)c1ccc(NS(=O)(=O)c2cccc3nsnc23)cc1`?
RXFP1 ag: 0.2%; RXFP1 antag: 9.2; TRHR ag: -0.1; TRHR enhancer: 18.0; D1 PAM: 1.5; D1 ag: -0.3; Anesthetic bind: -8.9%; D2 PAM: -3.1; D1 antag: 17.5

What do the screens show for `COc1ccc(C)cc1S(=O)(=O)Nc1cccc(-c2ccc(N3CCC(C)CC3)nn2)c1`?
RXFP1 ag: 2.7%; RXFP1 antag: -5.6; TRHR ag: 0.1; TRHR enhancer: -5.6; D1 PAM: 3.5; D1 ag: 10.3; Anesthetic bind: -11.5%; D2 PAM: 11.1; D1 antag: -15.8

What do the screens show for `CC(=O)Nc1ccc(-c2csc(NCCc3ccccc3)n2)cc1`?
RXFP1 ag: -1.0%; RXFP1 antag: -10.5; TRHR ag: 0.7; TRHR enhancer: 11.2; D1 PAM: 1.8; D1 ag: 4.5; Anesthetic bind: -19.2%; D2 PAM: 13.6; D1 antag: -11.5

What do the screens show for `COc1ccc(-c2nn3c(=O)cc(CN4CCN(S(=O)(=O)c5ccc(C)cc5)CC4)nc3s2)cc1`?
RXFP1 ag: 20.1%; TRHR ag: -0.2; TRHR enhancer: 3.3; D1 PAM: -5.0; D1 ag: 0.7; Anesthetic bind: -11.5%; D2 PAM: -8.1; D1 antag: -26.7

Results for CC(=O)OCC1=C(C(=O)O)N2C(=O)C(NC(=O)CCn3nc(C(F)(F)F)c(Br)c3C3CC3)C2SC1 (stereo unspecified) ?
RXFP1 ag: 1.8%; RXFP1 antag: -1.3; TRHR ag: 0.0; TRHR enhancer: -4.7; D1 PAM: -2.0; D1 ag: 1.7; Anesthetic bind: -13.3%; D2 PAM: -20.5; D1 antag: -12.0

What do the screens show for `COC(=O)c1cc(C(=O)OCC(=O)c2ccc[nH]2)cc([N+](=O)[O-])c1`?
RXFP1 ag: 1.3%; RXFP1 antag: -1.2; TRHR ag: 0.3; TRHR enhancer: 2.3; D1 PAM: 0.1; D1 ag: -0.9; D2 PAM: -3.8; D1 antag: 6.1

How did Cc1ccccc1S(=O)(=O)Cc1ccc(C(=O)NCc2ccccc2Cl)o1 do in these assays?
RXFP1 ag: -1.2%; TRHR ag: 0.7; TRHR enhancer: -5.7; D1 PAM: -4.3; D1 ag: 14.1; Anesthetic bind: -14.9%; D2 PAM: -0.3; D1 antag: -1.1

Results for COc1ccccc1Oc1ccc2c(c1)C(=O)N(c1cccc3ncccc13)C2=O ?
RXFP1 ag: 1.6%; RXFP1 antag: -88.9*; TRHR ag: 0.3; TRHR enhancer: -7.3; D1 PAM: -6.3; D1 ag: 15.5; Anesthetic bind: -11.5%; D2 PAM: 3.6; D1 antag: -34.5*

How did CCN(CC(=O)Nc1ccc2c(c1)OCO2)S(=O)(=O)c1ccccc1 do in these assays?
RXFP1 ag: 0.7%; RXFP1 antag: -17.9; TRHR ag: -0.3; TRHR enhancer: -0.3; D1 PAM: -10.9; D1 ag: 2.9; Anesthetic bind: 2.1%; D2 PAM: -14.4; D1 antag: -2.1

How did CCOC(=O)CC(=O)Nc1nnc(C(C)C)s1 do in these assays?
RXFP1 ag: -0.8%; RXFP1 antag: -1.9; TRHR ag: 0.9; TRHR enhancer: 2.0; D1 PAM: -6.9; D1 ag: 0.6; Anesthetic bind: -12.3%; D2 PAM: -9.6; D1 antag: -7.0

What do the screens show for `O=C(OCc1ccccc1Cl)c1ccc(-c2nnn(Cc3ccc(F)cc3)n2)cc1`?
RXFP1 ag: 0.4%; RXFP1 antag: -2.9; TRHR ag: -3.1; TRHR enhancer: 0.6; D1 PAM: -1.9; D1 ag: 5.7; Anesthetic bind: 47.6%[activator]; D2 PAM: 9.7; D1 antag: 1.5

What do the screens show for `Cc1ccc(-c2ccc(=O)n(Cc3c(F)cccc3Cl)n2)cc1`?
RXFP1 ag: 1.7%; RXFP1 antag: -22.0; TRHR ag: -1.9; TRHR enhancer: 4.2; D1 PAM: -1.3; D1 ag: 0.1; Anesthetic bind: -0.3%; D2 PAM: 2.6; D1 antag: 2.4

What do the screens show for `COC(=O)C1CN(C(=O)COc2ccc(C)c(C)c2)c2ccccc2O1` (stereo unspecified)?
RXFP1 ag: 5.2%; RXFP1 antag: 0.8; TRHR ag: 0.2; TRHR enhancer: -1.2; D1 PAM: 2.9; D1 ag: 2.0; Anesthetic bind: 4.9%; D2 PAM: 4.0; D1 antag: 0.7

What do the screens show for `Fc1ccc(-c2noc3ncnc(NCCc4ccccc4)c23)cc1`?
RXFP1 ag: 0.4%; RXFP1 antag: -14.4; TRHR ag: -0.3; TRHR enhancer: -4.6; D1 PAM: -4.8; D1 ag: 4.8; Anesthetic bind: -9.6%; D2 PAM: 2.3; D1 antag: -18.2

Results for COC(=O)c1nnn(CC(=O)Nc2c(C)cccc2C)c1N ?
RXFP1 ag: 0.9%; RXFP1 antag: 2.9; TRHR ag: 0.2; TRHR enhancer: 1.1; D1 PAM: 1.1; D1 ag: 0.6; Anesthetic bind: -5.8%; D2 PAM: -3.1; D1 antag: -2.0

Two records drawn at random from the list so far, as already listed:
What do the screens show for `COc1ccc(C)cc1S(=O)(=O)Nc1cccc(-c2ccc(N3CCC(C)CC3)nn2)c1`?
RXFP1 ag: 2.7%; RXFP1 antag: -5.6; TRHR ag: 0.1; TRHR enhancer: -5.6; D1 PAM: 3.5; D1 ag: 10.3; Anesthetic bind: -11.5%; D2 PAM: 11.1; D1 antag: -15.8

What do the screens show for `Fc1ccc(-c2noc3ncnc(NCCc4ccccc4)c23)cc1`?
RXFP1 ag: 0.4%; RXFP1 antag: -14.4; TRHR ag: -0.3; TRHR enhancer: -4.6; D1 PAM: -4.8; D1 ag: 4.8; Anesthetic bind: -9.6%; D2 PAM: 2.3; D1 antag: -18.2

Later entries
How did CN(C(=O)NC1CC(=O)N(c2ccc3c(c2)OCCO3)C1)c1ccccc1 (stereo unspecified) do in these assays?
RXFP1 ag: -0.6%; RXFP1 antag: -0.9; TRHR ag: 1.0; TRHR enhancer: 4.0; D1 PAM: -2.5; D1 ag: 0.9; D2 PAM: 4.0; D1 antag: -23.9

Results for O=C(CCN1C(=O)S/C(=C\c2ccccc2)C1=O)N1CCCCC1 ?
RXFP1 ag: -0.6%; RXFP1 antag: -10.6; TRHR ag: 0.3; TRHR enhancer: -1.0; D1 PAM: 2.7; D1 ag: 10.1; Anesthetic bind: -2.1%; D2 PAM: 6.7; D1 antag: -10.4

Results for CC(C)n1cc(/C=C2/SC(=O)N(CC(=O)N3CCCC3)C2=O)c2ccccc21 ?
RXFP1 ag: 3.1%; RXFP1 antag: -3.4; TRHR ag: -1.7; TRHR enhancer: 5.0; D1 PAM: -3.1; D1 ag: -0.5; Anesthetic bind: -19.6%; D2 PAM: 18.7; D1 antag: 19.5

What do the screens show for `O=C(O)c1ccc2c(c1)C(=O)N(c1nccs1)C2=O`?
RXFP1 ag: 1.7%; RXFP1 antag: -8.3; TRHR ag: 0.4; TRHR enhancer: -2.1; D1 PAM: -2.2; D1 ag: 2.1; Anesthetic bind: -12.5%; D2 PAM: -2.5; D1 antag: -3.3

How did NC(=O)c1cccnc1Oc1cccc(Cl)c1 do in these assays?
RXFP1 ag: 2.7%; RXFP1 antag: -0.9; TRHR ag: -0.5; TRHR enhancer: 2.3; D1 PAM: 12.1; D1 ag: -2.2; Anesthetic bind: -7.6%; D2 PAM: 8.1; D1 antag: 2.0

What do the screens show for `Cc1cc(C)c(NC(=O)C2CCCN2C(=O)NC2CCCCC2)c(C)c1` (stereo unspecified)?
RXFP1 ag: 1.7%; RXFP1 antag: -1.2; TRHR ag: 0.0; TRHR enhancer: -0.7; D1 PAM: 1.1; D1 ag: 0.1; Anesthetic bind: -1.0%; D2 PAM: -5.7; D1 antag: -7.7

What do the screens show for `COc1ccc(C(C)=O)cc1CS(=O)(=O)CC(=O)NCCc1c[nH]c2ccccc12`?
RXFP1 ag: 0.0%; RXFP1 antag: -5.4; TRHR ag: 0.1; TRHR enhancer: -4.1; D1 PAM: -3.2; D1 ag: 1.1; D2 PAM: 17.4; D1 antag: -8.7

Results for N#C/C(=C\c1c(N2CCCCCC2)nc2ccccn2c1=O)C(=O)NCc1ccco1 ?
RXFP1 ag: 10.1%; RXFP1 antag: -3.4; TRHR ag: 0.6; TRHR enhancer: 3.0; D1 PAM: -0.8; D1 ag: 0.7; Anesthetic bind: -13.4%; D2 PAM: 12.5; D1 antag: -0.3

How did COc1cc(CNC(=O)CCCC(=O)c2ccccc2)cc(OC)c1OC do in these assays?
RXFP1 ag: 3.9%; RXFP1 antag: 0.9; TRHR ag: 0.2; TRHR enhancer: -4.1; D1 PAM: 1.9; D1 ag: 3.6; Anesthetic bind: 3.1%; D2 PAM: 5.4; D1 antag: 1.2

How did COC(c1ccccc1)c1nnc(CCC(=O)N2CCN(Cc3cccs3)CC2)o1 (stereo unspecified) do in these assays?
RXFP1 ag: -0.6%; RXFP1 antag: -0.5; TRHR ag: -2.2; TRHR enhancer: 18.8; D1 PAM: -2.5; D1 ag: 2.2; Anesthetic bind: -2.1%; D2 PAM: 9.6; D1 antag: 7.2

What do the screens show for `CC1=NN(c2cccc(C(=O)O)c2)C(=O)/C1=C\C=C/c1ccccc1`?
RXFP1 ag: 1.1%; RXFP1 antag: -74.6*; TRHR ag: 0.1; TRHR enhancer: -2.9; D1 PAM: 0.1; D1 ag: -1.6; Anesthetic bind: -5.5%; D2 PAM: 14.6; D1 antag: 14.5

How did COc1ccc(CN2C(=O)c3ccccc3C2=O)cc1C(=O)OCC(=O)NC1CCCCC1 do in these assays?
RXFP1 ag: 5.9%; RXFP1 antag: -1.9; TRHR ag: -0.6; TRHR enhancer: -4.7; D1 PAM: -8.2; D1 ag: 3.6; Anesthetic bind: 4.1%; D2 PAM: 2.5; D1 antag: 11.5

Results for CC(C)(C)NC(=O)CN(C(=O)CCC(=O)Nc1nccs1)c1ccc(F)cc1 ?
RXFP1 ag: 1.1%; RXFP1 antag: 1.1; TRHR ag: 0.9; TRHR enhancer: -4.9; D1 PAM: -8.8; D1 ag: -0.5; Anesthetic bind: -7.8%; D2 PAM: -2.6; D1 antag: 4.7

How did COc1ccc(CCNS(=O)(=O)c2cc3c4c(c2)CCN4C(=O)CC3)cc1OC do in these assays?
RXFP1 ag: -1.2%; RXFP1 antag: -7.1; TRHR ag: -0.1; TRHR enhancer: 5.8; D1 PAM: -0.2; D1 ag: 0.6; D2 PAM: 3.9; D1 antag: 1.1
